PG9 binder: binders of HIV-1 gp120 antibody PG9, primary screen, biochemical, TR-FRET; HIV-1 gp120 / PG9 antibody interaction; inhibition, % at 6.7 µM; TR-FRET gp120-PG9 antibody binding; 360,000 tested, 0.43% active; in the data active = inhibition above about 8.5%
DAX1 inh-1: DAX1 (NR0B1) inhibitors on StAR promoter, primary screen, cell-based, luminescence, SF-1 (NR5A1), full-length DAX-1 | HEK293T StAR-luciferase reporter, SF-1/DAX-1 repression relief | inhibition, % at 6.8 µM | 370,000 tested, 1.1% active | AID 652010, 2013;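 active = inhibition above the mean over all tested compounds plus 3 SD, cut at about 3.6% in these data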;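 note: 0% = DAX-1 cells with DMSO and 100% = cells lacking DAX-1 with DMSO; higher inhibition means more luminescence from relief of DAX-1 repression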
sPLA2-III inh: human group III sPLA2 inhibitors, primary screen, biochemical, QFRET, BODIPY PC-A2 liposome substrate | Group 3 secretory phospholipase A2 (Homo sapiens), Q9NZ20 | AID 743126, 2013 | inhibition, % at 12.2 µM | 370,000 tested, 0.56% active | QFRET BODIPY PC-A2 liposome hydrolysis, fluorescence;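 active = inhibition above mean plus 3 SD of compounds lying within the high and low control bounds, cut at about 19% in these data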;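 note: 0% = median of test compound wells and 100% = no enzyme DMSO wells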
hcDAF-12 act: H. contortus DAF-12 nuclear receptor activators, primary screen, cell-based, luminescence, HEK293, lit1-tk-luc reporter | HEK293 hcDAF-12 lit1-tk-luc reporter; 0% DMSO, 100% Δ7-dafachronic acid | activation, % at 6.8 µM | 370,000 tested, 1.4% active;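 active = activation above the mean of all tested compounds plus 3 SD, cut at about 5.5% in these data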;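 note: 100% = response to 3 µM Δ7-dafachronic acid high control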
Rev-erbA mod: modulators of Rev-erb alpha DNA binding, primary screen, biochemical, FITC-DNA, fluorescence polarization, uHTS. Nuclear receptor subfamily 1 group D member 1 (Homo sapiens), P20393. activity, % at 10 µM. 370,000 tested, 0.79% active. Rev-erbα–FITC-DNA binding, 90 min;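 active = activity above about 14%, limit read from the data; passing the limit was not always enough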;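 note: 0% = DMSO wells with 35 nM protein and 100% = DMSO wells with 750 nM protein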
PLCb3 inh: human PLC-beta3 inhibitors, primary screen, biochemical, fluorescence. 1-phosphatidylinositol 4,5-bisphosphate phosphodiesterase beta-3 (Homo sapiens), Q01970. Purified PLC-beta3, fluorogenic substrate. inhibition, % at 12.2 µM. 370,000 tested, 0.18% active. AID 720704, 2013; in the data active = inhibition above about 11%;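 note: 0% = median of compound wells on plate and 100% = full blocker control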
Target sequence (Q01970 whole entry, looked up): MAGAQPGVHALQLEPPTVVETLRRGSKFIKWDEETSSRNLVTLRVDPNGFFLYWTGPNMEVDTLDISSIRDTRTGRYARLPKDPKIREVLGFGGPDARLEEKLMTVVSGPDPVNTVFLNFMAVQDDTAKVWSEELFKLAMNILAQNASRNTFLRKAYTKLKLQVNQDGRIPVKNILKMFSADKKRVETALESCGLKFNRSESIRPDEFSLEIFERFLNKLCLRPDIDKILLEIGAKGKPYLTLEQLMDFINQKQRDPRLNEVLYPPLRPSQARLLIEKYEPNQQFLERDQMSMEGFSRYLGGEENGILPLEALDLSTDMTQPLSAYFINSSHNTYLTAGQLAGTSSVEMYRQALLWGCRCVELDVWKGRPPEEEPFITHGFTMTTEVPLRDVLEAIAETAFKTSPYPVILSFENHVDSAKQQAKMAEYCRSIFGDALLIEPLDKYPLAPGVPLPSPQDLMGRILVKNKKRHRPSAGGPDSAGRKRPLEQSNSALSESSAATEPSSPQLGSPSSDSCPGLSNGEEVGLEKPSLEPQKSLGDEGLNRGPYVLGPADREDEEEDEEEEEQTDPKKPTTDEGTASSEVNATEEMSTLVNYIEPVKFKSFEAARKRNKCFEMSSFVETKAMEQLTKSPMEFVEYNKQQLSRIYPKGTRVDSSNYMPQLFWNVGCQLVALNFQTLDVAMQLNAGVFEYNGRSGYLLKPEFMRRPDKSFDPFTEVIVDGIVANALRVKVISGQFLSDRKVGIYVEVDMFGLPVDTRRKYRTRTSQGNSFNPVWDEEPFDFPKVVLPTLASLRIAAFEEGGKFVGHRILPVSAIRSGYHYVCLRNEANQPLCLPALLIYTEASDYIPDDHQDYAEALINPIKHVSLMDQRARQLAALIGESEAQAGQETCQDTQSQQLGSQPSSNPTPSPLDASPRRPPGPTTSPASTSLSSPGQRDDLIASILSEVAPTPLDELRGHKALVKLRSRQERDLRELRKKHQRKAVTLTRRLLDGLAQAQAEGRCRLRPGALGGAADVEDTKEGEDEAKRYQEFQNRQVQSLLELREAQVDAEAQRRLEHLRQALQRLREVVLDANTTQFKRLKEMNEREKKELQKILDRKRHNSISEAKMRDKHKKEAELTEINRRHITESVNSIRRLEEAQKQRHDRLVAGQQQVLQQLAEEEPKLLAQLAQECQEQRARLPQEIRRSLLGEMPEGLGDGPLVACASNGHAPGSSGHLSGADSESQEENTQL
GAA850 FXN act: FXN promoter activators, primary screen, cell-based, luciferase luminescence, HEK293 lucGAA850 | HEK293 lucGAA850 FXN promoter luciferase reporter, 24 h; percent of 10 µM SAHA response | activation, % at 6 µM | 360,000 tested, 0.56% active | AID 540364, 2011;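 active = activation above the average of all compounds screened plus 3 SD, cutoff fixed separately per campaign, cut at about 7.5% in these data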;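 note: 0% = DMSO wells and 100% = 10 µM SAHA wells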
hgDAF-12 ag: H. glycines DAF-12 receptor agonists, primary screen, cell-based, luminescence, HEK293, GAL4 fusion, UAS-luciferase. Nuclear hormone receptor DAF-12 (Heterodera glycines), GAL4 fusion. 370,000 tested, 1.8% active. activation, % at 6.8 µM. HEK293 GAL4-hgDAF12 UAS-luciferase reporter, agonist luminescence; normalized to butyrate control. AID 687014, 2013;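 active = activation above a cutoff set at the mean of all screened compounds plus 3 SD, cut at about 10% in these data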;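 note: 0% = DMSO wells and 100% = sodium butyrate wells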
DAX1 inh-2: DAX1 (NR0B1) inhibitors, primary screen, cell-based, HEK293, Gal4-DAX1, luciferase luminescence | 340,000 tested, 0.99% active | inhibition, % at 6.75 µM | Nuclear receptor subfamily 0 group B member 1 (Homo sapiens), P51843 | AID 504766, 2011 | HEK293 Gal4-DAX1 luciferase reporter;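 active = inhibition above the mean over all tested compounds plus 3 SD, cut at about 4.2% in these data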;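 note: 0% = DAX1-transfected cells with DMSO and 100% = empty-vector control cells with DMSO; inhibition shows as a rise in luminescence from relieved DAX1 repression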
ssDAF-12 act: S. stercoralis DAF-12 nuclear receptor activators, primary screen, cell-based, luminescence, HEK293, GRIP1 co-expression, lit1-tk-luc. Nuclear hormone receptor DAF-12 (Strongyloides stercoralis). HEK293 ssDAF-12/GRIP1 lit1-tk-luc reporter; % of 3 µM dafachronic acid response. activation, % at 6.8 µM. 370,000 tested, 1% active. AID 652126, 2013;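 active = activation above the mean over all tested compounds plus 3 SD, cut at about 0.9% in these data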;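 note: 0% = DMSO-only wells and 100% = 3 µM delta7-dafachronic acid wells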
SMARCA2 act: SMARCA2 (BRM) function activators, primary screen, cell-based, luminescence, high throughput. MG213 cells, MMTV-luciferase reporter, dexamethasone, overnight. activation, % at 9.1 µM. 370,000 tested, 1% active. AID 652017, 2013; in the data active = activation above about 7.8%;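 note: 0% = vehicle wells and 100% = reference activator wells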
* hit, by the source's call; i = inactive; / = not tested or not shown.

SMILES	PG9 binder	DAX1 inh-1	sPLA2-III inh	hcDAF-12 act	Rev-erbA mod	PLCb3 inh	GAA850 FXN act	hgDAF-12 ag	DAX1 inh-2	ssDAF-12 act	SMARCA2 act
CC1CC(C)CN(c2ccc(-n3cnnn3)cc2[N+](=O)[O-])C1 (stereo not drawn)	1.3	0.3	9	-0.4	10	2	1.5	-1.4	-0.2	-0.9	2
Clc1ccc(/C=C/c2nc3ccccc3[nH]2)cc1	0.9	4.5*	-9	7.7*	-1	i	-1.2	14*	-3.0	0.2	2
CN(C)S(=O)(=O)c1ccc(S(=O)(=O)N2CCN(CCC#N)CC2)cc1	-0.6	-0.3	3	-0.8	-4	0	-0.3	-0.8	6.2*	-1.3	0
CN(CC(=O)Nc1ccccc1Cl)C(=O)c1cc(C2CC2)nn1-c1ccccc1	-0.5	-1.0	3	-0.2	2	-6	-3.1	-1.5	0.6	-1.3	-3
O=C(COC(=O)/C=C/c1cccc(Br)c1)NCCC1=CCCCC1	0.4	0.1	-5	-0.8	5	-2	2.7	2.3	0.1	-1.2	0
COc1cc(CNCc2ccccn2)ccc1OCc1ccccc1Cl	0.8	-0.3	2	0.7	-1	4	1.7	0.3	-1.2	-0.4	-4
CC(C)NC(=O)CN1CCC(c2nc3ccccc3[nH]2)CC1	-1.0	-0.1	1	-0.6	2	-10	-0.6	0.1	-0.1	-1.5	0
CCOC(=O)N1CCN(/C=C(\C#N)c2nc3ccccc3s2)CC1	-3.5	-0.5	-4	3.1	2	-10	4.7	1.9	-1.5	0.6	4
CCOC(=O)C1(c2ccccc2)NC(c2ccccc2C)C2C(=O)N(c3ccc4c(c3)OCO4)C(=O)C21 (stereo not drawn)	0.6	-0.4	-6	-2.2	2	4	-2.3	-0.3	-1.0	-1.1	-3
c1ccc2c(c1)CCN(C1CCCCC1)C2	0.5	0.4	-1	1.4	-2	-4	1.3	-2.0	-0.3	-1.0	-2
CCCCn1c(N)c(N(CCOC)C(=O)COC(=O)c2ccccc2NCCO)c(=O)[nH]c1=O	1.2	0.0	2	2.6	-4	i	0.7	2.5	0.3	-1.3	0
O=C(Nc1cccc(O)c1)C(=O)Nc1ccccn1	-0.8	6.1*	9	8.2*	1	-1	0.6	8.7	-2.3	-0.3	0
O=C(O)CC(NC(=O)COc1ccccc1)c1cccc([N+](=O)[O-])c1 (stereo not drawn)	0.7	0.8	-2	-1.2	-3	-7	-0.1	-0.9	/	-1.0	-3
NS(=O)(=O)c1ccc(CCNC(=O)c2cccc(OC(F)F)c2)cc1	0.4	-0.3	6	1.1	0	-5	0.7	2.4	0.4	-1.3	-3
COc1cc2c(cc1OC)C(c1ccccc1OC(C)C)CC(=O)N2 (stereo not drawn)	-0.5	0.3	9	0.0	-8	-1	1.1	-4.0	-0.2	-0.9	-2
O=C(NCC1OCCc2ccccc21)c1ccco1 (stereo not drawn)	1.3	0.3	3	1.3	-3	-4	3.7	2.8	0.7	0.0	1
Cn1c(NCc2ccncc2)nc2cc(-c3ccsc3)sc2c1=O	-1.0	0.7	-11	-1.1	-2	-4	5.5	1.6	/	-1.4	0
CN(C)S(=O)(=O)c1ccc(N2CCCC2)c(C(=O)N2CCC(C(N)=O)CC2)c1	-1.1	-1.0	11	-0.7	4	0	1.9	0.8	0.9	-1.3	-1
FC(F)(F)c1cc(CCN2C(=S)NC[C@@H]2CC2CCCCC2)cc(C(F)(F)F)c1	1.6	0.5	0	-0.9	4	0	-1.0	-0.7	0.3	-1.5	-1
COC(=O)CSc1nnc(-c2ccccn2)n1N	0.1	-0.2	5	1.8	0	0	1.1	-1.4	-0.2	-1.9	-2
Cc1cc(Cl)nc(-c2ccccc2O)n1	-1.0	0.0	3	-0.4	2	-2	-0.9	-3.0	-0.2	-0.9	0
COC(=O)c1ccc(NC(=S)NC2CCCCC2)cc1	-3.6	-0.5	-1	0.5	7	1	1.2	5.1	-0.1	-0.8	1
Cn1c(=O)c2c(ncn2CC(=O)N2CCc3ccccc3C2)n(C)c1=O	0.7	-0.1	2	-1.7	3	4	1.4	-1.6	0.6	-1.3	-1
Cc1ccccc1CCN1CCCC(CN(C)CC(C)(C)C)C1 (stereo not drawn)	0.2	-0.4	-1	-0.7	6	-3	0.8	-2.0	1.3	-1.6	1
O=C1C=C(c2ccccc2)C[C@@H](c2ccc3c(c2)OCO3)C1	2.8	-0.2	-8	-0.1	-2	-6	2.1	-0.3	0.0	-1.8	1
COc1ccc(Cl)cc1NC(=O)C/C(C)=N/NC(=O)c1ccc(O)cc1	-0.2	-0.7	-37	0.6	-3	-8	4.9	1.3	-1.0	-1.0	4
Cc1ccc(NC(=O)CCc2ccc(C)o2)cc1	-1.7	-0.5	-24	-1.8	2	-1	1.1	3.2	-1.5	-1.0	3
CC(C)(C)c1ccc(CC(=O)N2CCC2(C)C(=O)NCc2cccs2)cc1 (stereo not drawn)	-0.9	-1.4	-2	-0.5	-1	3	0.0	-1.4	/	-1.3	2
Cn1c(Nc2ccc(Cl)cc2)cc(=O)n(C)c1=O	-1.2	-0.6	2	-1.6	6	2	0.2	0.3	-0.5	-1.1	-2
CCN(CC)S(=O)(=O)c1ccc(C)c(NC(=O)CSc2nnnn2C)c1	-0.3	-0.8	14	-1.5	-1	-4	1.3	1.6	1.0	-0.8	-2

Of the compounds above, these contain a tert-butyl group.
SMILES	PG9 binder	DAX1 inh-1	sPLA2-III inh	hcDAF-12 act	Rev-erbA mod	PLCb3 inh	GAA850 FXN act	hgDAF-12 ag	DAX1 inh-2	ssDAF-12 act	SMARCA2 act
Cc1ccccc1CCN1CCCC(CN(C)CC(C)(C)C)C1 (stereo not drawn)	0.2	-0.4	-1	-0.7	6	-3	0.8	-2.0	1.3	-1.6	1
CC(C)(C)c1ccc(CC(=O)N2CCC2(C)C(=O)NCc2cccs2)cc1 (stereo not drawn)	-0.9	-1.4	-2	-0.5	-1	3	0.0	-1.4	/	-1.3	2

Next part
SMILES	PG9 binder	DAX1 inh-1	sPLA2-III inh	hcDAF-12 act	Rev-erbA mod	PLCb3 inh	GAA850 FXN act	hgDAF-12 ag	DAX1 inh-2	ssDAF-12 act	SMARCA2 act
COc1ccc(-n2c(=O)c(CCC(=O)NCCc3ccccc3F)nc3ccccc32)cc1	0.5	-1.8	3	-2.5	-2	-35	-0.2	-2.3	-0.5	-1.2	-3
CC(=O)Nc1ccc(NC(=O)CCCSc2nc3ccccc3[nH]2)cc1	1.6	0.2	6	-1.2	7	2	1.0	-2.8	0.1	-0.2	-4
COc1cc(S(=O)(=O)N2CCOCC2)ccc1NC(=O)CN1c2cccc3cccc(c23)S1(=O)=O	-1.0	-0.5	-3	0.0	4	-46	-0.8	-3.5	3.5	-1.3	-2
Cc1ccc(/C(O)=C/c2nc3ccccc3oc2=O)cc1	1.1	-0.2	-9	-0.1	-3	-19	1.1	-2.0	/	-0.8	-2
COc1cccc2[nH]c(C(=O)NCCCN3CCCC3=O)cc12	-1.2	0.2	0	-3.0	-1	-441	0.2	2.4	0.4	-0.3	-3
CCCN1CNc2c(c(=O)[nH]c(=S)n2CCc2ccccc2)C1	0.1	0.3	2	-1.2	5	-5	1.4	-0.7	0.2	-1.2	0
COc1ccc(CCNCC(O)c2ccccc2)cc1 (stereo not drawn)	1.1	0.5	2	0.1	-2	-6	0.9	2.9	0.6	-2.0	2
Cc1ccc(CNC(=O)CNC(=O)[C@@H]2Cc3ccccc3CN2C(=O)OC(C)(C)C)cc1	-1.3	0.0	-5	-1.4	0	-4	0.0	4.6	1.2	-1.5	-2
Cc1[nH]c2ccccc2c1/C=C/c1cc[n+](C)cc1	-22	-0.5	-21	-0.2	251*	-99	-1.5	-2.2	0.5	-1.1	-1
Cc1nn(CC(=O)NCCCN2CCCC2=O)c(C)c1[N+](=O)[O-]	1.5	1.2	-1	1.7	-8	3	1.5	-3.6	/	-0.3	-1
O=C(CSc1nc2ccccc2nc1N1CCCCC1)N1CCN(S(=O)(=O)c2ccccc2)CC1	/	-1.1	12	-3.7	-2	-7	/	4.2	/	-1.1	-7
Cc1cc(C)c(NS(=O)(=O)c2ccc3c(c2)NC(=O)C(C)C(=O)N3)c(C)c1 (stereo not drawn)	-0.2	0.0	-3	-1.0	0	-1	0.7	1.1	-0.5	-1.5	-1
O=S(=O)(c1cccc(-c2nnco2)c1)N1CCCC1	1.0	-0.4	-1	-2.5	-1	1	3.4	2.4	-0.3	-0.1	-1
CCCNS(=O)(=O)c1cc(Br)cc2c1N(C(=O)CC)CC2	3.0	-0.8	-2	0.0	-2	2	2.2	-2.3	-0.5	-1.4	-2
Cc1cc(C)c(NC(=S)NC(=O)c2ccccc2)cc1C	0.2	-0.5	8	0.9	7	4	2.7	5.0	1.5	-0.7	-1
CCN(CC)c1ccc(NC(=O)Cn2c(C(C)NC(=O)c3ccc(C)cc3)nc3ccccc32)cc1 (stereo not drawn)	-1.0	0.2	3	1.1	-10	-1	0.0	2.3	0.4	-1.4	7
CCOC(=O)c1[nH]c(C)c(C(=O)/C=C/c2ccc(C(=O)O)cc2)c1C	0.4	-0.2	-5	0.5	6	-5	2.2	1.5	-0.2	-1.3	0
CCCN1CCC(NCc2cn(C)nc2-c2ccc(Oc3ccccc3)cc2)CC1	2.8	3.6	-5	-1.1	-8	-6	0.2	-3.3	1.7	-1.5	3
Cc1ccc2ccccc2c1C(O)c1ncc(-c2cccc(F)c2)[nH]1 (stereo not drawn)	0.2	0.0	-8	4.3	-3	-1	0.9	0.2	/	-1.2	2
CCN1CCN(C(=O)/C=C\C(=O)O)CC1	0.0	-0.3	5	-0.8	-1	0	-0.2	-1.3	-0.1	-1.3	-5
OCCC1CN(Cc2ccc3ncccc3c2)CCN1Cc1ccccc1 (stereo not drawn)	-3.0	0.0	2	-1.1	0	-3	0.1	-1.0	-0.4	-1.1	-1
O=C(c1ccco1)N1CCN(S(=O)(=O)c2ccc(C3CCCCC3)cc2)CC1	-1.7	-0.5	-2	-1.1	-5	4	1.0	-3.1	-0.3	-1.0	-3
CC(C)N1CCN(Cc2cnc(-c3ccccc3)s2)CC1CCO (stereo not drawn)	-0.5	0.1	4	3.5	6	-4	-1.6	0.7	0.7	-0.7	0
CCOC(=O)C1CCN(C(=O)/C=C/c2ccc(S(=O)(=O)N3CCOCC3)cc2)CC1	-1.7	-4.2	-3	-2.8	2	0	-2.1	-1.1	-1.1	-1.1	-2

No enrichment for hits (roughly 7% active in at least one column).
